Assay outcomes as filed in PubChem BioAssay.
FXIIa inh 1536: blocks human coagulation factor XIIa protease activity | inhibition, % at 5 µM | purified FXIIa, Boc-QGR-AMC fluorogenic substrate, 2 h | actives 0.3% (n = 220,000) | P00748; in the data active = inhibition above about 40%;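 also: 0% = enzyme with no compound and 100% = blank without enzyme; many of its hits are not listed in these tables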
Target sequence (P00748 20-372 limits assumed): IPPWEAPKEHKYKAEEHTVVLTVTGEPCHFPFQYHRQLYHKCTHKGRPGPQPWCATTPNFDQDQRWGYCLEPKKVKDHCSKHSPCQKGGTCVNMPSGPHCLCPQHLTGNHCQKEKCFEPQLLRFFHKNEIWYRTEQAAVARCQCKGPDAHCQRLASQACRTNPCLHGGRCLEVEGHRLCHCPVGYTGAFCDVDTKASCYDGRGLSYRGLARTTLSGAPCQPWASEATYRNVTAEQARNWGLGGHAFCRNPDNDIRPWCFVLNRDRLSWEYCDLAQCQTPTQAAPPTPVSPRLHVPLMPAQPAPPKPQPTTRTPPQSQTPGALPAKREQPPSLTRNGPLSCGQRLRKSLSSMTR
Target sequence (P00748 373-615 limits assumed): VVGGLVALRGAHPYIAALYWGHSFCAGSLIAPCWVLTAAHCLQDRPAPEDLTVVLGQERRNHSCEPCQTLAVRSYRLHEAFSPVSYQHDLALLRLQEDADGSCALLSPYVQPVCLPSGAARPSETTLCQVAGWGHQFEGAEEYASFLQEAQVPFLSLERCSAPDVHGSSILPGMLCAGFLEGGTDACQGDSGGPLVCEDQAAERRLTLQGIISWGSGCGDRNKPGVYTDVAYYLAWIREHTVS
CHOP inh: inhibitors of CHOP induction in ER stress response | CHO-K1 CHOP-promoter luciferase, tunicamycin-induced, 15-18 h | inhibition, % at 10 µM | actives 3.8% (n = 220,000) | AID 2732;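 active = compounds that reduced the stress-induced luciferase reporter signal by more than about 70% of percent inhibition, limit read from the data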;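 also: 0% = tunicamycin plus vehicle and 100% = wells without tunicamycin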
TNF death inh: inhibitors of TNF-alpha induced necroptosis in Jurkat FADD-/- cells. actives 0.068% (n = 220,000). Jurkat FADD-/- TNF necroptosis rescue, ATP luminescence, 24 h; 0 = TNF only, 100 = no-TNF cells. AID 463075. activation (protection from cell death), % at 10 µM;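 active = activation, meaning protection from cell death, of at least 50% relative to plate controls; inactive = activation below 50%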;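 also: necroptosis triggered by 40 ng/mL TNF-alpha added together with compound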
FXIa inh 1536: inhibitors of human coagulation factor XIa; purified FXIa, Boc-Glu-Ala-Arg-AMC fluorogenic substrate; inhibition, % at 5 µM; actives 0.14% (n = 220,000);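 active = inhibition of at least 40%; inactive = inhibition below 40%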;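 also: fluorescence of freed AMC excited at 355 nm; 0% = enzyme without compound and 100% = no enzyme blank; many of its hits are not listed in these tables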
zVAD death inh: blocks zVAD induced death of L929 cells. viability rescue, % at 10 µM. L929 zVAD necroptosis rescue, ATP luminescence, 24 h; with zVAD 60 µM. actives 0.38% (n = 220,000);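 active = activation, scaled between plate controls, above about 75%, limit read from the data; inactive = activation under that limit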;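 also: 0% = zVAD with DMSO and 100% = DMSO alone without zVAD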
Wee1 stabilizer: blocks degradation of human Wee1 kinase; P30291; HeLa Luc-Wee1K328M stability, luciferase luminescence; 100% = proteasome inhibitor MG132 effect; reporter increase, % at 5 µM; actives 1.2% (n = 220,000); AID 1321;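 active = activation above the mean of all tested compounds plus 3 SD, set per screening run, cut at about 8.8% in these data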;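 also: cells exposed to compound for 20 h before luminescence read; 0% = DMSO alone and 100% = MG132 at 30 µM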
PGE2 EP2 inh: blocks the human prostaglandin E2 receptor EP2; P43116; C6 glioma cells expressing human EP2, cAMP TR-FRET; cells stimulated with saturating PGE2; inhibition, % at 25 µM; actives 0.52% (n = 260,000);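 active = percent inhibition above 40 after rounding to a whole number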;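 also: rat C6 glioma host cells with rolipram phosphodiesterase inhibitor present; the protocol text gives 20 µM as final concentration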
Target sequence (P43116 whole entry, looked up): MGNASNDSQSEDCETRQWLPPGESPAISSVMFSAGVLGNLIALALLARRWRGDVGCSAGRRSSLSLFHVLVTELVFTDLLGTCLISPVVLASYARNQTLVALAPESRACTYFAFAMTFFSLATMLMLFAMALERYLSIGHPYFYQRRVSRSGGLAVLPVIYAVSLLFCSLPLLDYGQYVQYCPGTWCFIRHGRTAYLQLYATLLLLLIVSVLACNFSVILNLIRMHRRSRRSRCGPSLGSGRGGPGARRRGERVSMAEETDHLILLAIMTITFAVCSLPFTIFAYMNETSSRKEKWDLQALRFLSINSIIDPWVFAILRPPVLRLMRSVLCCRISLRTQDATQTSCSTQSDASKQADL
Tb hexokinase: T. brucei hexokinase 1 inhibition; actives 0.11% (n = 220,000); recombinant TbHK1, G6PDH-coupled NADH A340; inhibition, % at 10 µM;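 active = inhibition of 50% or more in the single-dose primary screen; inactive = inhibition below 50%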
PPC-1+TRAIL kill: compounds killing PPC-1 cancer cells with TRAIL present (potentiator screen, no TRAIL-free arm). AID 1443. PPC-1 cells + TRAIL, ATPLite viability luminescence. cell killing (% activity), % at 4 µM. actives 0.41% (n = 220,000);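 active = cell killing above 50% in the first pass at 4 µM, then a duplicate retest at 5 µM averaging 50% or more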;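 also: plate controls were cells with TRAIL plus DMSO for no effect and medium-only wells lacking cells for full effect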
Starred values were filed as active, the others as inactive; . = not tested or not shown; [ ] = another dose, or the depositor's remark.

SMILES	FXIIa inh 1536	CHOP inh	TNF death inh	FXIa inh 1536	zVAD death inh	Wee1 stabilizer	PGE2 EP2 inh	Tb hexokinase	PPC-1+TRAIL kill
O=C(CSc1cccc(C(F)(F)F)c1)NC(=O)c1ccccc1	1.2	17.1	1.6	5.8	0.7	0.5	7.7	0.3	25.0
O=C(CSc1nnnn1-c1ccccc1)N1CCc2ccccc21	17.0	36.5	-0.3	4.3	0.2	0.5	7.5	4.0	-11.3
O=c1cc(CNc2cc(Cl)ccc2Cl)nc2sccn12	12.7	-14.5	-2.9	7.1	0.2	-0.4	6.4	-1.5	8.4
CCc1ccc(NC(=O)CC2C(=O)N(c3ccc(C)cc3)C(=O)N2C2CC2)cc1 (stereo not given)	-0.5	-23.3	1.5	-6.7	0.2	-1.1	0.2	-5.3	-6.6
Cc1cc(C(=O)Cn2nnc3ccccc3c2=O)c(C)n1-c1ccccc1F	16.3	27.4	-2.7	1.5	-0.6	-1.1	10.7	8.2	69.1*[5 µM]
COc1ccc(S(=O)(=O)NCc2ccncc2)cc1OC	0.7	24.7	-4.7	-19.8	1.1	1.2	8.0	0.9	18.5
C=CCNC(=O)C1CC(=O)N(c2ccc(OCC(=O)NCc3ccccc3)cc2)C1 (stereo not given)	6.1	16.1	-1.1	1.1	-0.2	-1.8	4.6	0.2	7.8
Cc1ccc(C(=O)C2CCN(CC(=O)Nc3ccc4c(c3)OCCO4)CC2)cc1	21.3	47.0	-2.9	-7.5	0.2	-3.5	5.2	3.2	-2.5
Cn1c(=O)cc(SCC(=O)N2CCN(c3ccccn3)CC2)c2ccccc21	12.7	47.0	-2.2	0.3	3.8	-0.2	7.2	-20.1	11.2
COc1ccc(C(=O)SC2=NCCS2)cc1	9.6	21.1	-2.4	8.7	-0.1	1.1	.	-3.4	28.7
CN(CC(=O)Nc1ccc(S(=O)(=O)N2CCCC2)cc1)Cc1ccc(Cl)cc1	7.3	16.7	4.1	1.3	0.9	1.4	5.5	1.5	21.8
CCOC(=O)CCCNC(=O)CCNC(=O)c1ccc(OC(C)C)cc1	15.8	-14.3	1.2	12.9	-0.1	2.8	12.6	36.0	14.6
CCCCNC(=O)C1CCCN(S(=O)(=O)c2c(C)noc2/C=C/c2cccs2)C1 (stereo not given)	3.4	54.0	0.3	-3.9	0.3	0.0	4.7	-9.3	4.9
CCOC(=O)C(C)/C(C)=N/NC(N)=S (stereo not given)	13.3	-45.5	0.0	5.2	-0.2	-1.1	6.6	25.7	36.6
CSc1ncccc1C(=O)Nc1ccc(F)c(F)c1F	-0.7	-13.7	3.0	-5.6	2.6	0.0	10.1	-0.4	8.0
O=C(N/N=C/c1cc([N+](=O)[O-])ccc1N1CCCCCC1)c1ccccn1	2.9	-10.7	0.6	-2.2	-0.4	-0.8	6.3	-5.8	0.4
Cc1ccc(N=N/C(=C\O)C(=O)c2ccncc2)cc1	17.4	88.6*	-0.9	-13.3	0.1	-3.1	8.5	-21.1	22.1
C[C@H]1C=C(C(=O)NCc2nc3ccccc3[nH]2)O[C@@H](OCc2ccc(CO)cc2)C1	5.9	6.8	1.6	-2.7	-0.1	.	-3.6	-2.3	5.5
COC(=O)c1ccc(COc2ccccc2/C=C(\C#N)C(=O)NC(C)C)cc1	25.5	-39.2	0.8	18.7	0.4	-3.4	11.3	0.0	22.3
N#C/C(=C(/O)c1ccc(Cl)c([N+](=O)[O-])c1)c1nc2ccccc2[nH]1	5.7	13.4	0.4	9.0	1.6	1.3	18.1	-23.1	1.1
O=C(c1cc(-c2cccs2)on1)N1CCCCC1	11.7	-36.4	-1.3	4.8	0.1	-0.3	.	5.3	18.2
CCO[C@@H]1OC(C(=O)N2CCN(Cc3ccccc3)CC2)=C[C@H](c2csc3ccccc23)[C@H]1CCCO	14.2	20.8	2.0	2.6	0.8	0.6	14.8	-19.1	-6.5
COc1ccc(OC)c(NC(=O)CN2C(=O)C3(OCCCO3)c3ccccc32)c1	-3.4	18.8	2.8	-6.0	2.8	-3.1	12.2	1.6	9.2
O=C(CSc1nccc(=O)[nH]1)NN(c1ccccc1)c1ccccc1	6.0	-12.8	0.2	-6.2	18.5	7.2	5.8	2.5	0.8
O=[N+]([O-])/C(C(=C(Cl)Cl)N1CCOCC1)=C1\NCCO1	1.8	0.7	0.6	-5.1	3.2	-1.1	6.3	-16.7	-4.4

Next section, starting with the last four of the part before.
SMILES	FXIIa inh 1536	CHOP inh	TNF death inh	FXIa inh 1536	zVAD death inh	Wee1 stabilizer	PGE2 EP2 inh	Tb hexokinase	PPC-1+TRAIL kill
CCO[C@@H]1OC(C(=O)N2CCN(Cc3ccccc3)CC2)=C[C@H](c2csc3ccccc23)[C@H]1CCCO	14.2	20.8	2.0	2.6	0.8	0.6	14.8	-19.1	-6.5
COc1ccc(OC)c(NC(=O)CN2C(=O)C3(OCCCO3)c3ccccc32)c1	-3.4	18.8	2.8	-6.0	2.8	-3.1	12.2	1.6	9.2
O=C(CSc1nccc(=O)[nH]1)NN(c1ccccc1)c1ccccc1	6.0	-12.8	0.2	-6.2	18.5	7.2	5.8	2.5	0.8
O=[N+]([O-])/C(C(=C(Cl)Cl)N1CCOCC1)=C1\NCCO1	1.8	0.7	0.6	-5.1	3.2	-1.1	6.3	-16.7	-4.4
Cn1c(SCC(=O)Nc2sc3c(c2C#N)CCC3)nnc1C1COc2ccccc2O1 (stereo not given)	11.7	56.2	-4.1	3.8	-0.2	-1.9	2.0	-1.2	2.0
O=Cc1cccn1-c1ncc(Br)cn1	10.4	12.2	-0.3	0.9	3.5	0.7	-0.2	-3.0	-3.0
Cc1ccc2[nH]c(=O)c(CN(CC3CCCO3)C(=S)NCc3ccco3)cc2c1 (stereo not given)	2.4	16.8	2.3	-4.7	0.2	1.7	12.8	16.8	13.0
Cn1c(CO)cnc1SCc1c(Cl)cccc1Cl	19.6	3.6	-1.9	4.1	0.1	-2.8	5.5	-3.3	-4.1
CCOc1ccc(C(=O)C[n+]2ccc(C(=O)NCc3ccccc3)cc2)cc1	2.1	-26.3	-2.3	1.3	-0.8	-3.0	9.3	2.7	32.9
CCOC(=O)C(C(C)=O)c1nc(C)nc2c1nnn2Cc1ccccc1Cl (stereo not given)	5.2	33.5	-1.1	-1.1	0.1	0.2	11.4	-32.9	0.5
NC(=O)c1cc(C(N)=O)nc(Cl)n1	6.7	18.9	1.6	2.4	-1.5	-1.4	12.1	-7.5	5.1
Cn1ncc(Cl)c1C(=O)N/N=C/c1ccccn1	10.3	6.2	1.9	0.3	0.5	0.4	10.2	-6.3	42.6
CC(=O)NC1=NN(C(C)=O)C(C)(c2ccc(C)cc2)S1 (stereo not given)	5.9	12.9	0.0	1.3	0.4	3.2	4.1	35.8	-7.0
O=c1nc(N/N=C/C=C/c2ccccc2)cn[nH]1	13.9	22.0	0.9	6.6	-0.1	3.6	7.4	-30.4	4.8
Cn1ncc(N=Cc2ccccc2O)c1C(=O)Nc1ccccc1	11.1	-0.1	-1.2	2.9	0.2	-2.5	20.3	-4.9	15.9
CC(C)Cn1c2nc3ccccc3nc2c2c(=O)n(CCN3CCOCC3)cnc21	-24.6	-19.7	-4.3	-19.0	0.8	-1.4	9.2	-27.4	1.6
CCC(=O)N1CCc2cc(S(=O)(=O)CCC(=O)NCCc3ccc(OC)c(OC)c3)ccc21	14.3	31.1	-0.4	-7.2	0.0	-1.0	16.1	20.5	8.5
Cc1ccc(NC2(C(F)(F)F)N=C(c3ccccc3)NC2=O)nc1 (stereo not given)	5.5	3.2	3.2	-5.8	1.5	2.1	7.0	-1.0	-17.5
COc1cc(S(=O)(=O)N(Cc2ccccc2)Cc2ccccn2)ccc1-n1cnnn1	10.8	5.2	0.4	-1.0	-0.4	-2.5	9.8	-1.7	4.3
CCOC(=O)c1[nH]c2ccccc2c1NC(=O)NC(C)C	-0.9	-5.9	5.5	-3.1	1.3	-5.2	6.0	-21.5	10.2
Cc1c(NC(=O)C2CC=CCC2C(=O)O)c(=O)n(-c2ccccc2)n1C (stereo not given)	10.0	33.4	-1.3	3.1	-0.2	4.4	-0.1	10.9	6.5
COc1ccc(-c2nc3c(-c4ccccc4)cnn3cc2C)cc1F	12.2	16.3	51.1*	-0.9	1.1	-2.6	8.7	-8.1	1.6
Cc1cccnc1-n1c(CCN2C(=O)c3ccccc3C2=O)nc2ccccc2c1=O	13.6	-4.0	-1.8	6.9	0.0	3.5	10.9	-3.5	-1.3
COc1cc(C)ccc1OCCON1C(=O)CCC1=O	12.5	-0.2	-0.2	16.9	0.8	1.8	1.4	-4.9	24.0
O=C(C1CCCO1)N(c1cccc(Cl)c1)C1C=CS(=O)(=O)C1 (stereo not given)	-8.8	-3.1	1.6	-8.5	4.1	-0.4	6.9	-3.5	3.9[5 µM]
O=C(O)CSc1nc2c(c(=O)[nH]1)CCCC2	8.1	-37.5	-2.2	7.3	-0.2	2.3	8.8	2.5	-3.0
Cc1cc(NC(=O)NN2CCOCC2)nn1-c1c(Cl)cccc1Cl	13.5	5.3	0.4	-4.3	-0.6	2.8	0.4	-7.2	17.3
CCNC(=O)c1c(C)[nH]c(C(=O)OCC)c1C	9.2	24.9	0.9	6.0	2.5	5.1	9.9	0.8	17.0
Cc1cccc(NC(=S)NNC(=O)c2ccc3c(c2)OCO3)c1	10.5	-30.3	-0.8	6.6	0.0	4.2	4.0	-5.6	48.1
More results.
SMILES	FXIIa inh 1536	CHOP inh	TNF death inh	FXIa inh 1536	zVAD death inh	Wee1 stabilizer	PGE2 EP2 inh	Tb hexokinase	PPC-1+TRAIL kill
COc1ccc(C(=O)N[C@H](C(=O)Nc2nc3c(s2)CCCC3)C(C)C)cc1	6.2	42.4	1.7	3.7	2.6	10.2*	6.2	-6.3	25.5
COC(=O)Cc1ccc(NC(=S)N2CCCC(CO)C2)cc1 (stereo not given)	9.4	4.7	3.7	8.4	1.3	4.1	3.5	-4.3	63.0*
C/C(CC(=O)Nc1cccnc1)=N\NC(=O)c1ccc([N+](=O)[O-])c(Cl)c1	13.8	3.5	1.5	2.4	0.3	3.5	14.4	-2.1	21.9
CCOc1ccc(N=C2Sc3nc4ccc(C)cc4cc3CN2CCOC)cc1	7.3	16.5	0.0	-0.6	1.3	-3.5	4.3	2.5	-0.9
COc1cc(/C=N/N2C(=O)c3ccccc3NC2(C)c2cccc([N+](=O)[O-])c2)cc(Br)c1O (stereo not given)	20.5	3.8	-4.4	8.8	0.1	1.4	24.0	-21.3	10.5
O=C(CNc1cccc2ccccc12)N/N=C/c1ccccn1	1.3	18.2	-1.8	-3.3	-0.3	-0.5	11.5	1.4	-0.2
N#Cc1cccc(-c2cn(S(=O)(=O)c3ccc(Cl)cc3)nc2N)c1	3.8	52.2	0.0	-3.5	-0.1	0.2	11.5	1.0	13.9
Cn1cc(-c2ccno2)c(C(=O)O)n1	2.6	3.5	1.0	-4.2	1.2	5.7	5.2	1.7	-12.6
O=C(Nc1cc(Cl)cc(Cl)c1)c1cnn2cccnc12	17.9	-4.4	-1.4	11.5	0.2	0.5	5.3	-5.8	-1.0

Records listed above printed as active in CHOP inh.
Compound	FXIIa inh 1536	CHOP inh	FXIa inh 1536	Wee1 stabilizer	Tb hexokinase
Cc1ccc(N=N/C(=C\O)C(=O)c2ccncc2)cc1	17.4	88.6*	-13.3	-3.1	-21.1

A portion of the library. The share of hits here may be higher or lower than overall.
